GRP78 ERSR act: induces the endoplasmic reticulum stress response in human glioma cells | U87-MG GRP78 promoter luciferase reporter, 16 h | 420,000 compounds, 0.02% hits | Potency, µM, without a hit: at the highest dose activation, hits mostly activators | AID 602332; further: potency means the concentration at half of the fitted maximal effect; series mostly up to about 76 µM; % of control where 0% means no effect; nearly all actives have a fitted effect of over 35% in size
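Stably transfected U87-MG glioma cells carrying a GRP78-based luciferase sensor; 16 h compound incubation. Luminescence end-point read 10 min after Bright-Glo addition at room temperature.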
mIDH1 inhibitor: inhibitors of human mutant IDH1 R132H; O75874; IDH1-R132H enzyme, NADPH consumption, diaphorase/resazurin fluorescence; Potency, µM (doses to about 76.6 µM), for inactives: top-dose activity change, negative = inhibition, actives largely listed as inhibitors; 390,000 compounds, 0.093% hits; AID 602179; further: potency means the concentration at half of the fitted maximal effect; on the % scale 0 is the no-effect control and ±100 the full control effect; nearly all actives have a fitted effect of over 65% in size
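IDH1-R132H (0.5 ug/mL) preincubated 30 min with compound, then NADPH (0.016 mM) and alpha-KG (2 mM) added; 80 min at RT, pH 7.5. Remaining NADPH coupled via diaphorase/resazurin to fluorescence (540/590 nm); concentration-response curves normalized to no-enzyme control.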
RXFP1 agonist: activates the human relaxin receptor RXFP1; Q9HBX9; HEK293T-RXFP1 cAMP TR-FRET, 30 min; response scale: percent of porcine relaxin response, buffer zero; Potency, µM (top dose mostly 57.5 µM), inactives show top-dose activation, actives largely listed as activators; 370,000 compounds, 0.3% hits; AID 2676; further: potency means the concentration at half of the fitted maximal effect; on the % scale 0 is the no-effect control and ±100 the full control effect; nearly all actives have a fitted effect of over 60% in size; many of its hits are not listed in these tables
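Agonist response is measured as cAMP accumulation in an RXFP1-transfected HEK293T line under PDE4 inhibition. Values are scaled between buffer-only and 29 nM porcine relaxin, and EC50s come from standard Hill equation fits.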
TrxR1 substrate: rat thioredoxin reductase 1 substrate activity | AID 588456 | 390,000 compounds, 0.01% hits | purified TrxR1 substrate turnover, NADPH consumption readout | O89049 | Potency, µM (highest dose often 114 µM), inactives show at the top dose activity change, negative = substrate turnover; further: potency means the concentration at half of the fitted maximal effect; on the % scale 0 is the no-effect control and ±100 the full control effect; nearly all actives have a fitted effect of over 50% in size
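Rat TrxR1, dispensed at 90 nM, was prereduced with 400 uM NADPH (final) for 5 min at ~22 deg C, then incubated with compound 15 min before 400 uM selenite. A first-read NADPH fluorescence drop versus no-compound background flagged substrates.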
LDHA inh: blocks human lactate dehydrogenase A; purified LDHA, NADH/diaphorase-resazurin fluorescence; stronger effect = lower value; activity change, % (values are at about 110 or 230 µM); 480,000 compounds, 0.15% hits; in the data active means activity change below about -30%; inconclusive means mostly about -25% to -30%;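 further: plate controls were DMSO wells for no effect and wells without enzyme for full effect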
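Human LDH5 (2 nM) was incubated with 0.06 mM NADH and 0.2 mM pyruvate for 5 min at room temperature in Tris pH 7.4. Remaining NADH was coupled through diaphorase/resazurin, and resorufin fluorescence was read at 0 and 20 min.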
Vif-A3F inh: Vif-A3F binding inhibition | HeLa A3F-eYFP + Vif (tagged APOBEC3F with the HIV-1 protein that degrades it), YFP fluorescence increase | Potency, µM (top dose mostly 46.1 µM), without a hit: at the highest dose activity, negative = active | 390,000 compounds, 0.2% hits | AID 602313; further: potency means the concentration at half of the fitted maximal effect; % of control where 0% means no effect; nearly all actives have a fitted effect of over 65% in size
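Fluorescence increase (Ex 488/Em 500-530) after overnight compound treatment at 37 deg C flags inhibition of Vif-driven A3F-eYFP loss in stable HeLa A3F-eYFP/Vif cells seeded overnight beforehand.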
Vif-APOBEC3G blk: inhibitors of Vif-APOBEC3G interaction | HeLa A3G-eYFP + Vif (tagged APOBEC3G with the HIV-1 protein that degrades it), YFP fluorescence, overnight | 410,000 compounds, 0.076% hits | Potency, µM (titrated, usually from 46.1 µM), for the others: top-dose activity, negative = active, most hits filed as inhibitors;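 further: potency means the concentration at half of the fitted maximal effect; on the % scale 0 is the no-effect control and ±100 the full control effect; nearly all actives have a fitted effect of over 60% in size; hits raise eYFP signal because A3G escapes Vif-driven loss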
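HeLa cells stably expressing Vif and C-terminally eYFP-tagged A3G, seeded overnight at 37 deg C, then exposed to compound by pintool overnight at 37 deg C. Rise in yellow fluorescence (Ex 488/Em 500-530, Acumen) marks blocked Vif-driven A3G degradation.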
PI4K2A block: blocks human PI4K2A kinase activity; Q9BTU6; purified PI4K2A, ADP-Glo luminescence, 1 h; stronger effect = lower value; activity change, negative = inhibition, % at 76.9 µM; 420,000 compounds, 0.13% hits; AID 1346378; in the data active means activity change below about -50%; inconclusive means mostly about -30% to -49%;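 further: -100% = wells without enzyme as full effect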
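PI4K2A activity was measured by ADP-Glo luminescence: enzyme (4 ug/mL stock) and phosphatidylinositol (1.2 mM stock) in Tris pH 7.5/MgCl2/EGTA/Triton X-100 buffer were reacted with ATP (300 microM stock) for one hour at ambient temperature.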
USP1 inh: USP1/UAF1 (human) deubiquitinase inhibition; O94782; recombinant USP1/UAF1, Ub-Rhodamine cleavage fluorescence; Potency, µM (series often up to 57.1 µM), inactives show at the highest dose activity change, negative = inhibition, usual class: inhibitors; 390,000 compounds, 0.23% hits; AID 743255; further: potency means the concentration at half of the fitted maximal effect; on the % scale 0 is the no-effect control and ±100 the full control effect; nearly all actives have a fitted effect of over 60% in size; inactives centre near -12
Target sequence (O94782 whole entry, looked up): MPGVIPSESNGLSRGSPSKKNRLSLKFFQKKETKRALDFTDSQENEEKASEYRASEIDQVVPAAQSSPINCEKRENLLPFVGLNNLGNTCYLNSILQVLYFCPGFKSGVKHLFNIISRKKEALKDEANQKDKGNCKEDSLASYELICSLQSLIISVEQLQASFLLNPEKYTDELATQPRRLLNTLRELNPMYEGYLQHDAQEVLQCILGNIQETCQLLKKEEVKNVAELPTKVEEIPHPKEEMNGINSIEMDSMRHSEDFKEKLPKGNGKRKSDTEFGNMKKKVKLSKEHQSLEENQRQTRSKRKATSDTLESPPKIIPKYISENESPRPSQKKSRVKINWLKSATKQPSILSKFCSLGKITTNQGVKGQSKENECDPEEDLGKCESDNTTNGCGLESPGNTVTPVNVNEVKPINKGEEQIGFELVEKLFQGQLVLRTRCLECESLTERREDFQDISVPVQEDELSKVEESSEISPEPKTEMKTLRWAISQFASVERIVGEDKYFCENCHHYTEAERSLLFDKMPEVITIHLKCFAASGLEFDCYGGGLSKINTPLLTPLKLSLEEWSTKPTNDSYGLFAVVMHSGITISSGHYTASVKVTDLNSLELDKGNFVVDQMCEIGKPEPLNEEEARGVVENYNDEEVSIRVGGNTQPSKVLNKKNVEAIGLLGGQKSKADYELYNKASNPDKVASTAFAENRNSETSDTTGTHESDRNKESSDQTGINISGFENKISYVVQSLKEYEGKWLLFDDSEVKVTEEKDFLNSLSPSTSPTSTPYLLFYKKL
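1 nM enzyme complex + cpd, 15 min RT; start with Ub-Rho 150nM final; kinetic fluorescence ex 480/em 540, 6 reads q60 s. Buffer 50mM HEPES pH 7.8, 0.5mM EDTA, 0.1 mg/ml BSA, 1mM TCEP, 0.01% Tween-20.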
* = called active by the depositor; [ ] = remark or other dose. Unless noted, the call rests on the fitted dose curve; in most records, active means well fitted curve in the direction sought with a large enough effect; inconclusive means small, poorly fitted or top-dose-only effect, or another doubt; inactive means no such curve, though single readings can be large; an effect the other way counts as inactive or inconclusive. Only part of the results is shown; the hit share may differ from the screen's.

What do the screens show for `O=C(NC1CC1)C1CCN(C2CCN(C(=O)c3ccc(C(F)(F)F)cc3)CC2)CC1`?
GRP78 ERSR act: -3%; mIDH1 inhibitor: 0%; RXFP1 agonist: -0.6%; TrxR1 substrate: 2%; LDHA inh: -1; Vif-A3F inh: -2%; Vif-APOBEC3G blk: 1%; PI4K2A block: -1; USP1 inh: -15%

Results for Cc1cc(C)n(CC(=O)NC2CCCCC2C)c(=O)c1C#N (configuration not stated) ?
GRP78 ERSR act: -1%; mIDH1 inhibitor: -7%; RXFP1 agonist: -0.4%; TrxR1 substrate: 4%[57.1 µM]; LDHA inh: -6; Vif-A3F inh: 1%; Vif-APOBEC3G blk: -3%; PI4K2A block: -2; USP1 inh: -18%

How did C=CCOC(=O)C1=C(C)NC(SCC(=O)Nc2nccs2)=C(C#N)C1c1cccs1 (configuration not stated) do in these assays?
GRP78 ERSR act: -3%; mIDH1 inhibitor: -26%; RXFP1 agonist: -0.5%; TrxR1 substrate: 4%[57.1 µM]; LDHA inh: -5; Vif-A3F inh: 4%; Vif-APOBEC3G blk: -12%; PI4K2A block: 1; USP1 inh: -11%

What do the screens show for `Cc1cccc2c(C(=O)O)c3c(nc12)CCCCC3`?
GRP78 ERSR act: -8%; mIDH1 inhibitor: 2%; RXFP1 agonist: 5.3%; TrxR1 substrate: 11%[57.1 µM]; LDHA inh: -5; Vif-A3F inh: -9%; Vif-APOBEC3G blk: 2%; PI4K2A block: -1; USP1 inh: -15%

Results for CCOc1ccc(-n2nc3ccc(NC(=O)COc4ccc(OC)cc4)cc3n2)cc1 ?
GRP78 ERSR act: -7%; mIDH1 inhibitor: 3%; RXFP1 agonist: 1.1%; TrxR1 substrate: 17%; LDHA inh: -12; Vif-A3F inh: 2%; Vif-APOBEC3G blk: 1%; PI4K2A block: -2; USP1 inh: -24%

Results for Cc1ccc2nc(NC(=O)C3CCN(S(=O)(=O)c4cnc[nH]4)CC3)sc2c1 ?
GRP78 ERSR act: -3%; mIDH1 inhibitor: 7%; RXFP1 agonist: 0.3%; TrxR1 substrate: -14%; LDHA inh: -1; Vif-A3F inh: -9%; Vif-APOBEC3G blk: 2%; PI4K2A block: 0; USP1 inh: 0%

How did O=C(Nc1ccccc1)Nc1cccc2cccnc12 do in these assays?
GRP78 ERSR act: -12%; mIDH1 inhibitor: 9%; RXFP1 agonist: 0.1%; TrxR1 substrate: -6%; LDHA inh: -12; Vif-A3F inh: -1%; Vif-APOBEC3G blk: -13%; PI4K2A block: -2; USP1 inh: -20%

How did CC(C)c1ccc(S(=O)(=O)NC2CCS(=O)(=O)C2)cc1 (configuration not stated) do in these assays?
GRP78 ERSR act: -5%; mIDH1 inhibitor: -2%; RXFP1 agonist: -0.3%; TrxR1 substrate: 4%; LDHA inh: 2; Vif-A3F inh: -8%; Vif-APOBEC3G blk: -3%; PI4K2A block: 1; USP1 inh: 5%

Results for O=C(c1cncc(Br)c1)N1CCN(S(=O)(=O)c2ccc(Cl)cc2)CC1 ?
GRP78 ERSR act: -6%; mIDH1 inhibitor: -3%; RXFP1 agonist: 2.6%; TrxR1 substrate: 3%; LDHA inh: -1; Vif-A3F inh: 2%; Vif-APOBEC3G blk: -9%; PI4K2A block: -3; USP1 inh: -9%

What do the screens show for `C/C(CC1CC2=C(CC1(C)C)C(C)(C)CCC2)=N\NC(N)=S` (configuration not stated)?
GRP78 ERSR act: 2%; mIDH1 inhibitor: 0%; RXFP1 agonist: 2.8%; TrxR1 substrate: -10%; LDHA inh: 10; Vif-A3F inh: -4%; Vif-APOBEC3G blk: -5%; PI4K2A block: 9; USP1 inh: -7%

How did COC(=O)c1c(CCl)noc1C(=O)NC(C)C do in these assays?
GRP78 ERSR act: 1%; mIDH1 inhibitor: 11%; RXFP1 agonist: 2.4%; TrxR1 substrate: 9%; LDHA inh: -8; Vif-A3F inh: -2%; Vif-APOBEC3G blk: inconclusive; PI4K2A block: -3; USP1 inh: -27%

What do the screens show for `Cc1ccc(Cl)cc1NC(=O)CSc1nc(C)c(C)c(C)c1C#N`?
GRP78 ERSR act: inconclusive; mIDH1 inhibitor: 12%; RXFP1 agonist: inconclusive; TrxR1 substrate: 6%; LDHA inh: 0; Vif-A3F inh: -1%; Vif-APOBEC3G blk: -2%; PI4K2A block: -2; USP1 inh: -14%

2 consecutive records out of the list so far, quoted:
How did C=CCOC(=O)C1=C(C)NC(SCC(=O)Nc2nccs2)=C(C#N)C1c1cccs1 (configuration not stated) do in these assays?
GRP78 ERSR act: -3%; mIDH1 inhibitor: -26%; RXFP1 agonist: -0.5%; TrxR1 substrate: 4%[57.1 µM]; LDHA inh: -5; Vif-A3F inh: 4%; Vif-APOBEC3G blk: -12%; PI4K2A block: 1; USP1 inh: -11%

What do the screens show for `Cc1cccc2c(C(=O)O)c3c(nc12)CCCCC3`?
GRP78 ERSR act: -8%; mIDH1 inhibitor: 2%; RXFP1 agonist: 5.3%; TrxR1 substrate: 11%[57.1 µM]; LDHA inh: -5; Vif-A3F inh: -9%; Vif-APOBEC3G blk: 2%; PI4K2A block: -1; USP1 inh: -15%

Carrying on.
Results for CCCCCC(=O)N1CC2(CC(c3cccc(NC(=O)[C@@H]4CCC(=O)N4)c3)=NO2)C[C@@H]1C(N)=O (some centres not stated) ?
GRP78 ERSR act: -3%; mIDH1 inhibitor: 20%; RXFP1 agonist: 0.0%; TrxR1 substrate: -3%[57.1 µM]; LDHA inh: -3; Vif-A3F inh: 1%; Vif-APOBEC3G blk: 3%; PI4K2A block: 4; USP1 inh: -4%

What do the screens show for `COc1ccc(-c2nnc(NC(=O)CSc3ccccc3)s2)cc1OC`?
GRP78 ERSR act: 0%; mIDH1 inhibitor: 9%; RXFP1 agonist: 6.2%; TrxR1 substrate: 33%; LDHA inh: -5; Vif-A3F inh: -4%; Vif-APOBEC3G blk: 0%; PI4K2A block: -3; USP1 inh: -3%

Results for CC1CCN(CCC(=O)Nc2ccccc2)CC1 ?
GRP78 ERSR act: 0%; mIDH1 inhibitor: 0%; RXFP1 agonist: 0.5%; TrxR1 substrate: -5%; LDHA inh: 2; Vif-A3F inh: -6%; Vif-APOBEC3G blk: 7%; PI4K2A block: 5; USP1 inh: -17%

What do the screens show for `O=C(NC1CC(=O)N(c2cccc(F)c2)C1)C1CC1` (configuration not stated)?
GRP78 ERSR act: -4%; mIDH1 inhibitor: -13%; RXFP1 agonist: -1.4%; TrxR1 substrate: 3%[57.1 µM]; LDHA inh: -7; Vif-A3F inh: -5%; Vif-APOBEC3G blk: -3%; PI4K2A block: -1; USP1 inh: inconclusive

Results for COCCNC(=O)c1cc2nc(-c3ccccc3)cc(C)n2n1 ?
GRP78 ERSR act: -4%; mIDH1 inhibitor: 15%; RXFP1 agonist: 3.3%; TrxR1 substrate: 14%[57.1 µM]; LDHA inh: -10; Vif-A3F inh: 6%; Vif-APOBEC3G blk: -5%; PI4K2A block: 0; USP1 inh: -8%

What do the screens show for `Cc1cc([N+](=O)[O-])ccc1NC(=O)C(C)NC1CCCCC1` (configuration not stated)?
GRP78 ERSR act: -1%; mIDH1 inhibitor: 20%; RXFP1 agonist: 2.1%; TrxR1 substrate: -2%; LDHA inh: -3; Vif-A3F inh: -8%; Vif-APOBEC3G blk: -5%; PI4K2A block: -3; USP1 inh: -2%

How did COc1ccc(NC(=O)C2CCCN(S(=O)(=O)c3ccc4c(c3)CCCC(=O)N4)C2)cc1OC (configuration not stated) do in these assays?
GRP78 ERSR act: -3%; mIDH1 inhibitor: -6%; RXFP1 agonist: -4.3%; TrxR1 substrate: -4%; LDHA inh: -6; Vif-A3F inh: 2%; Vif-APOBEC3G blk: 3%; PI4K2A block: 4; USP1 inh: -23%

What do the screens show for `Cc1cc(C)cc(NC(=O)C(Sc2ncnc3ccccc23)c2ccccc2)c1` (configuration not stated)?
GRP78 ERSR act: -1%; mIDH1 inhibitor: -4%; RXFP1 agonist: -0.6%; TrxR1 substrate: -17%; LDHA inh: 0; Vif-A3F inh: -16%; Vif-APOBEC3G blk: 1%; PI4K2A block: 3; USP1 inh: -16%

Results for CCCCC(O)(CCCC)C(=O)NN(C(=O)OC)c1ccc(C)cc1 ?
GRP78 ERSR act: -3%; mIDH1 inhibitor: 8%; RXFP1 agonist: -2.3%; TrxR1 substrate: 2%[57.1 µM]; LDHA inh: -1; Vif-A3F inh: -3%; Vif-APOBEC3G blk: -1%; PI4K2A block: -13; USP1 inh: 1%

What do the screens show for `CCn1ccc(C(=O)Nc2ccccc2Cl)n1`?
GRP78 ERSR act: -4%; mIDH1 inhibitor: -7%; RXFP1 agonist: -1.1%; TrxR1 substrate: 0%; LDHA inh: -5; Vif-A3F inh: 9%; Vif-APOBEC3G blk: 3%; PI4K2A block: -6; USP1 inh: -11%

What do the screens show for `CC(Oc1ccc2c3c(c(=O)oc2c1)CCC3)C(=O)NCc1cccnc1` (configuration not stated)?
GRP78 ERSR act: -4%; mIDH1 inhibitor: 4%; RXFP1 agonist: 5.4%; TrxR1 substrate: 25%; LDHA inh: 0; Vif-A3F inh: 0%; Vif-APOBEC3G blk: 1%; PI4K2A block: 0; USP1 inh: -11%
